Source: PubChem
Yp Topo-I inh: inhibitors of Yersinia pestis topoisomerase I; activity, % at 10 µM; Y. pestis Topo-I cleavage product accumulation, plate reader; 360,000 compounds, 0.064% hits; AID 504884; in the data active = activity above about 50%, passing the limit was not always enough; note: inactives centre near 2
SSB-PriA inh: blocks PriA binding to SSB C-terminal tail; AlphaScreen SSBct-PriA binding, biotinylated peptide; inhibition, % at 33 µM; 430,000 compounds, 0.6% hits; AID 1272365; in the data active = inhibition mostly above about 37%, no sharp cut-off; inactive = mostly below about 20%;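 note: plate controls were negative control peptide for no effect and reference peptide for full effect; strong numbers were not always called active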
TcdB inh: TcdB glycohydrolase inhibition. TcdB glycohydrolase enzymatic assay, plate reader. P18177. AID 652162. 350,000 compounds, 0.24% hits. inhibition, % at 9.99 µM; in the data active = inhibition above about 10%
Target sequence (P18177 whole entry, looked up): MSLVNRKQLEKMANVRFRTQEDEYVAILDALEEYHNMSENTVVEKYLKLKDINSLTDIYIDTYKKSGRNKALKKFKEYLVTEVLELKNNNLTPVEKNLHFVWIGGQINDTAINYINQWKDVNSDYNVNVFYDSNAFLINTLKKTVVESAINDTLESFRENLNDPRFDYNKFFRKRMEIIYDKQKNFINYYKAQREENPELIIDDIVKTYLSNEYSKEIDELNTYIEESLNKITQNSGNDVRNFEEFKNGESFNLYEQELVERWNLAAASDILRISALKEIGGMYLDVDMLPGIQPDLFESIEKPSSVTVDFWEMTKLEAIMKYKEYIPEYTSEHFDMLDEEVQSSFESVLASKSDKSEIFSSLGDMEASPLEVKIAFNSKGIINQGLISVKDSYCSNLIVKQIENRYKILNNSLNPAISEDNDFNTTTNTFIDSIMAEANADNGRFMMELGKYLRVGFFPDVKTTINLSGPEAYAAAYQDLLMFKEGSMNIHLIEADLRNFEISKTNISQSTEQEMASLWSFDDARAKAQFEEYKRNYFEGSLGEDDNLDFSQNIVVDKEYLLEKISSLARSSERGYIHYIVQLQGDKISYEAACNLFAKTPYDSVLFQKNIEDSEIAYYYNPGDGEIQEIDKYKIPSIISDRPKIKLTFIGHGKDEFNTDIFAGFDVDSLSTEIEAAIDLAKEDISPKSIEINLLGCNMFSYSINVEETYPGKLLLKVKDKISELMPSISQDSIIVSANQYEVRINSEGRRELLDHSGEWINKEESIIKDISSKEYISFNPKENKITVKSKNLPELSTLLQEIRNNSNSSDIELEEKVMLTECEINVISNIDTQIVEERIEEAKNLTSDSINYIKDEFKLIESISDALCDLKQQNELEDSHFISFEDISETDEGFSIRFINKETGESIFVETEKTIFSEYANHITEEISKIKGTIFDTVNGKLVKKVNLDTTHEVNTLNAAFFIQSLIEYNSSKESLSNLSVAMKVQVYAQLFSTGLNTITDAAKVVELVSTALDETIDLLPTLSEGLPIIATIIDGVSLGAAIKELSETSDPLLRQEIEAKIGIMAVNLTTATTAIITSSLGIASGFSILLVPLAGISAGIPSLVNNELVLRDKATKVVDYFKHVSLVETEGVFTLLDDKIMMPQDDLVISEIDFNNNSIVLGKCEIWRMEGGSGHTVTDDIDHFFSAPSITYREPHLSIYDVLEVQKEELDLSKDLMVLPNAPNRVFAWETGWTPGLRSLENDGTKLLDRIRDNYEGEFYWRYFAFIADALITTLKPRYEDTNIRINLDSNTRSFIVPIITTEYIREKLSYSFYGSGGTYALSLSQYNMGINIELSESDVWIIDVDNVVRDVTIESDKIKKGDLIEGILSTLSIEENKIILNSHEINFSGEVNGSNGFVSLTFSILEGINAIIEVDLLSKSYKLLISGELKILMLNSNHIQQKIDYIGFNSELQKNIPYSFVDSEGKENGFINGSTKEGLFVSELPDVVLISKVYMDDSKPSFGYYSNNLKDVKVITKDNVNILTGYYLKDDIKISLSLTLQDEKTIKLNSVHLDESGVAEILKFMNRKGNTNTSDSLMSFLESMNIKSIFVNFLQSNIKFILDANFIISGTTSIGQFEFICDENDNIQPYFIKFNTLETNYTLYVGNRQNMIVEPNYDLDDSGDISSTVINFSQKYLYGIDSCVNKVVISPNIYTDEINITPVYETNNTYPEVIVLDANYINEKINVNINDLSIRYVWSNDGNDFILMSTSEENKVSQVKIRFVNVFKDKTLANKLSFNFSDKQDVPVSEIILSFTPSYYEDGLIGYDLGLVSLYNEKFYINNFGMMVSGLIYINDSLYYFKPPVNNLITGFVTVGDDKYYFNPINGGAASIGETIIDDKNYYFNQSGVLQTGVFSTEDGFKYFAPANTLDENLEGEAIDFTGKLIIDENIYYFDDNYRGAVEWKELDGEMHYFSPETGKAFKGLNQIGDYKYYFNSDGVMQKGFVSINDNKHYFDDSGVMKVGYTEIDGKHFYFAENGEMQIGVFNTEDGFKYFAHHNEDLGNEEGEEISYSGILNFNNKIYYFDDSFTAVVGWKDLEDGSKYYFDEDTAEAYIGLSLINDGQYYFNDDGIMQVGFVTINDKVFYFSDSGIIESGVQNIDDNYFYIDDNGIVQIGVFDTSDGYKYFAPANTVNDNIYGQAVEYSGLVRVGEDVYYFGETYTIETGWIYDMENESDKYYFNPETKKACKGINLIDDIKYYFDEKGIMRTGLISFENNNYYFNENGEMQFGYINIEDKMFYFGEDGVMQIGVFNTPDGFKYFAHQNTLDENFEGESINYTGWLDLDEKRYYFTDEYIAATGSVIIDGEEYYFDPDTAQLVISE
PfHsp40 rescue: compounds rescuing yeast from Plasmodium falciparum HSP40 toxicity | S. cerevisiae expressing PfHsp40, growth rescue, ATP luminescence | growth rescue, % at 12.5 µM | 340,000 compounds, 0.68% hits | AID 504582; in the data active = growth rescue above about 28%, passing the limit was not always enough;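 note: yeast W303a lacking pdr1 and pdr3 grown in galactose medium; growth measured after three days at 30 °C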
CCHF vOTU inh: CCHFV vOTU protease inhibition; Pep-AMC fluorescence; inhibition, % at 11.5 µM; 370,000 compounds, 0.55% hits; AID 651958; in the data active = inhibition above about 30%; note: 0% = vehicle wells with enzyme and 100% = no enzyme wells
DUSP3 inh: blocks human VHR1 dual specificity phosphatase | P51452 | recombinant VHR phosphatase, pNPP absorbance | inhibition, % at 13.3 µM | 290,000 compounds, 0.52% hits | AID 1654; in the data active = inhibition above about 50%; note: some compounds called inactive have numbers as strong as hits
3CLpro inhibitor: SARS-CoV 3CLpro protease inhibition | P0C6X7 | recombinant SARS-CoV 3CLpro, quenched FRET peptide cleavage | inhibition, % at 6 µM | 290,000 compounds, 0.14% hits | AID 1706; in the data active = inhibition above about 12%
BoNT A protease: blocks Botulinum neurotoxin A light chain protease. inhibition, % at 10 µM. AID 588499. 360,000 compounds, 0.17% hits. multiplex microsphere protease substrate cleavage, flow cytometry; note: plate controls were buffer without enzyme for full effect and enzyme alone for no effect
Vc quorum ag: induces V. cholerae light production without autoinducers; V. cholerae BH1578 lux reporter, luminescence, 6 h; AID 588436; activation, % at 18.7 µM; 350,000 compounds, 0.16% hits; in the data active = activation mostly above about 9.7%, no sharp cut-off; note: not every result past the cut was called active; inactives centre near 0; reference of the scale not given here
Anthrax LF inh2: blocks Bacillus anthracis lethal factor protease; P15917; multiplex microsphere protease cleavage assay, LF; 360,000 compounds, 0.12% hits; inhibition, % at 10 µM; note: plate controls were buffer without enzyme for full effect and enzyme alone for no effect
* marks the source's active call; other numbers are inactive results; i = inactive; x = no result given. Cut-off read from the data, not from the text of the source, unless noted: active = inhibition above about 30%; inconclusive = no clear call, values can overlap the other calls; inactive = below that.

SMILES | Yp Topo-I inh | SSB-PriA inh | TcdB inh | PfHsp40 rescue | CCHF vOTU inh | DUSP3 inh | 3CLpro inhibitor | BoNT A protease | Vc quorum ag | Anthrax LF inh2
COc1ccccc1N1C(=NC(=O)C2CCCCC2)SC2CS(=O)(=O)CC21 (configuration not stated) | 10 | 7 | 2.2 | 0.9 | 6 | 29 | 7 | -0.1 | -0.9 | 0
CC(C)COC(=O)n1c(SCC(=O)N(C)C)nc2ccccc21 | 12 | -16 | x | 0.3 | 3 | 10 | -2 | 1.1 | i | -1
C=CCC(CC(O)COCCC)C(=O)NNC(=S)Nc1ccccc1 (configuration not stated) | -2 | -5 | 0.7 | 0.2 | -6 | 5 | -5 | -0.2 | -0.3 | -4
O=[N+]([O-])c1ccc(OCC(O)CNCCNc2nccc(C(F)(F)F)n2)cc1 (configuration not stated) | -6 | -6 | -0.2 | 0.9 | -6 | 5 | 5 | 1.8 | -0.2 | 10
Cc1nn2c(N3CCN(c4ccccn4)CC3)cc(C(C)C)nc2c1-c1ccccc1 | 8 | -17 | x | 0.9 | -3 | 8 | -2 | x | -0.2 | x
O=C(NN=C1CCCCCC1)NC1CCCCC1 | 7 | 13 | x | 2.3 | -1 | -2 | -8 | -1.1 | 0.2 | -4
COc1ccc(Cn2c(CCCO)nc3ccccc32)cc1OC | 13 | -15 | x | 0.0 | 13 | 21 | 5 | -0.6 | -0.2 | -3
O=C(Nc1cccc([N+](=O)[O-])c1)Nc1ccc2c(c1)CCC2 | -14 | -6 | 0.1 | 2.2 | 11 | 18 | 9 | -1.2 | i | -4
CC(C)(C)c1cc(NC(=O)COC(=O)c2nccnc2N)n(-c2ccccc2)n1 | 9 | 6 | -1.3 | -0.2 | -81 | 14 | 0 | 3.5 | -1.0 | 5
O=C(Nc1ccc(Cl)cc1)Nc1csc([N+](=O)[O-])c1 | -13 | 0 | 1.1 | x | 9 | 14 | -1 | 0.1 | i | -2
COc1ccc(NC(=O)Nc2ccc(N3CCOCC3)c3nonc23)c(OC)c1 | 2 | -5 | 0.1 | -0.2 | 1 | -11 | 4 | -0.4 | i | -5
CN(C)[C@@H](CO)c1nnc([C@H](CCC(=O)O)NC(=O)C2CCNCC2)o1 | 9 | 4 | 0.5 | -3.1 | 0 | 10 | -1 | -0.5 | -0.8 | -7
COc1ccc(/C=C(\C#N)C(=O)OCC(=O)Nc2ccc(C(C)(C)C)cc2)cc1 | 4 | 3 | x | -1.4 | -19 | 8 | -4 | -0.2 | -0.2 | 2
CSCCC(NC(=O)c1ccccc1Br)C(=O)NCC(c1ccco1)N1CCCCC1 (configuration not stated) | 7 | -4 | -0.7 | 1.3 | 6 | x | x | 2.0 | -5.3 | -2
Cc1ccc(-n2c(C)cc(C=C(C#N)C#N)c2C)cc1 | -5 | -9 | x | -0.3 | 11 | 20 | 9 | -0.5 | i | -2
CN(C)/C(CN1CCCCC1)=C1\N=C(c2ccccc2)OC1=O | 19 | 7 | -0.4 | -0.2 | x | 31 | 3 | -0.2 | 0.2 | -2
CCOC(=O)C1(Cc2cccc(F)c2)CCN(C(=O)c2cscn2)CC1 | 4 | -11 | 1.9 | -0.3 | 0 | 26 | 2 | -0.6 | -0.2 | -2
Cc1ccc(C)c(NC(=O)C2CCCN(S(=O)(=O)c3cccnc3)C2)c1 (configuration not stated) | 4 | -9 | 0.5 | -1.8 | -1 | 10 | 5 | -0.9 | -3.4 | 1
Cc1cccc(C)c1OCC(=O)N/N=C/c1cccn1C | 0 | x | x | -0.5 | -7 | 26 | -1 | -1.5 | -0.3 | -4
COc1ccc(S(N)(=O)=O)cc1C(=O)OCC(=O)N1c2ccccc2NC(=O)C1(C)C | -6 | -13 | 1.1 | -0.1 | -10 | x | x | 0.0 | -2.1 | -7
O=C(NCc1ccc2c(c1)OCO2)C1CCC(=O)N1C1CCCCC1 (configuration not stated) | -3 | 2 | 0.3 | -0.1 | -9 | -16 | -1 | -0.7 | 0.7 | -2
COc1ccc(NC(=O)C2CCC(CNS(=O)(=O)c3csc(C(N)=O)c3)CC2)cc1OC (configuration not stated) | -8 | 0 | 0.3 | -1.0 | -11 | 1 | 0 | -0.4 | i | 0
O=C1NC[C@H](Cc2ccccc2)N(C[C@@H]2CCCN2C[C@H](Cc2ccccc2)N2C[C@H](Cc3ccccc3)N(CC3CCCCC3)C(=O)C2=O)C1=O | x | x | 1.3 | x | 30* | x | x | 0.1 | x | 7
COc1ccc(C(CC(=O)O)NC(=O)c2ccco2)cc1 (configuration not stated) | 1 | -12 | x | -0.6 | 11 | 17 | -1 | -0.1 | x | -4
CCc1c(-c2ccccc2)[n+](=O)c2c(n1[O-])CCC2 | -4 | -4 | 1.3 | 0.9 | 0 | 24 | -1 | 2.3 | -0.7 | 0
O=C1CCC/C=C/C[C@@H](CC(=O)N(CCO)Cc2ccccc2)C(=O)NC[C@@H](c2ccccc2)O1 | 4 | 6 | 0.8 | -0.2 | 6 | x | x | 0.5 | -4.5 | -1
O=C(CNc1ccccc1F)Nc1cc(S(=O)(=O)N2CCCCC2)ccc1Cl | 17 | -16 | 0.3 | 1.3 | 8 | x | x | -0.5 | -2.5 | -8
CC(C)c1ccc(N(CC(=O)N/N=C/c2ccc(OC3CSC3)cc2)S(=O)(=O)c2ccccc2)cc1 | 1 | x | -0.3 | -1.0 | 12 | 6 | -2 | 0.1 | 1.5 | 1
COc1ccc2c(c1)CCc1c(C(=O)NCCc3ccc(OC)c(OC)c3)noc1-2 | 37 | -9 | x | -0.9 | 1 | -1 | -6 | -1.2 | 2.9 | -4
Cc1ccc(C)c(NC(=O)CCN2CCC(C)CC2)c1 | -7 | -16 | -0.8 | -0.7 | -13 | 18 | -4 | -1.3 | -0.9 | -2
Nc1cccc(CCc2nc3ccccc3[nH]2)c1 | 0 | -5 | 0.4 | 2.1 | -3 | 23 | 2 | 0.1 | -0.2 | -4
COc1ccc2oc(=N)c(C(=O)Nc3ccc(Br)cc3)cc2c1 | 5 | 15 | -0.4 | -0.3 | -19 | 6 | 4 | 1.0 | i | -8
COc1ccc(COC(=O)c2cc(S(=O)(=O)N3CCCCC3)ccc2N2CCOCC2)cc1 | 2 | 2 | 0.8 | 0.5 | -3 | x | x | x | -0.4 | x
O=C(CNC(=S)N(Cc1ccccc1)Cc1ccccc1F)NCc1ccccc1 | 39 | 5 | 0.2 | 3.2 | 16 | 9 | 0 | -0.2 | 3.1 | -1
COC(=O)c1c(C(=O)OC)c(-c2ccc(C)cc2)n2c1CCC2 | 16 | -3 | x | -1.1 | -3 | 17 | -1 | -4.6 | -1.2 | 0
C=C(C)CNC(=S)NNC(=O)c1cc(C)oc1C | 0 | -7 | x | -1.0 | 0 | -2 | 1 | 0.2 | i | 1
Cc1ccc(Cn2ccccc2=N)cc1 | 8 | -9 | -0.9 | 1.3 | 20 | 7 | 0 | 2.6 | i | -3
COc1ccc(Cn2nnnc2C(c2cccs2)N2CCOCC2)cc1 (configuration not stated) | 2 | -6 | x | -1.0 | 9 | 7 | 1 | -0.1 | -0.2 | 2
C=CC[N+](C)(C)C/C(Cl)=C(\Cl)c1ccccc1 | -6 | -11 | x | -0.7 | 1 | 31 | -1 | 0.8 | i | 2
O=C(NCC1CCCO1)C1CCC(=O)N1Cc1ccc(F)cc1 (configuration not stated) | -2 | -13 | x | 2.1 | 2 | 1 | -5 | -0.2 | -0.3 | -4
Cc1ccc(NC(=O)CN(C)C(=O)CSc2nccn2C)cc1 | 4 | -2 | -6.6 | 1.0 | 0 | x | x | 0.1 | i | -5
O=C(COC(=O)Cc1ccsc1)Nc1ccccc1Cl | 5 | -7 | 0.9 | -0.3 | -5 | x | x | 1.9 | -0.6 | 2
Cc1ccc(S(=O)(=O)N(C)c2ccc(C(=O)NCC(c3ccco3)N3CCCC3)cc2)cc1 (configuration not stated) | 6 | x | 1.9 | x | -2 | x | x | -0.9 | -0.5 | 3
O=C(Cc1c(F)cccc1Cl)OCC(=O)N1CCc2ccccc21 | 16 | 0 | -1.2 | 1.3 | 1 | x | x | -0.1 | i | -4
CCCOc1ccc(C(=O)Nc2nc(C)c(Cc3ccc4c(c3)OCO4)s2)cc1 | -2 | 8 | 0.9 | -0.8 | 12 | -7 | 0 | 1.4 | 0.8 | 2

2 successive compounds already listed, quoted:
SMILES | Yp Topo-I inh | SSB-PriA inh | TcdB inh | PfHsp40 rescue | CCHF vOTU inh | DUSP3 inh | 3CLpro inhibitor | BoNT A protease | Vc quorum ag | Anthrax LF inh2
Nc1cccc(CCc2nc3ccccc3[nH]2)c1 | 0 | -5 | 0.4 | 2.1 | -3 | 23 | 2 | 0.1 | -0.2 | -4
COc1ccc2oc(=N)c(C(=O)Nc3ccc(Br)cc3)cc2c1 | 5 | 15 | -0.4 | -0.3 | -19 | 6 | 4 | 1.0 | i | -8

(further entries)
SMILES | Yp Topo-I inh | SSB-PriA inh | TcdB inh | PfHsp40 rescue | CCHF vOTU inh | DUSP3 inh | 3CLpro inhibitor | BoNT A protease | Vc quorum ag | Anthrax LF inh2
COc1ccc(NC(=O)c2ccc3c(SCC(=O)O)c4c(nc3c2)CCCC4)c(OC)c1 | 24 | 10 | 0.1 | -0.7 | 9 | -16 | 2 | -0.8 | -1.6 | -2
CC(=O)c1ccc(NC(=O)C2C3CCC(C3)C2C(=O)O)cc1 (configuration not stated) | 5 | -4 | 0.0 | 1.6 | -9 | 8 | 1 | -1.7 | i | 7
Cc1ccc(Nc2c(-c3ccccc3O)nc3cnccn23)cc1 | 7 | 3 | 1.5 | 58* | 8 | 16 | 1 | -1.0 | -0.2 | -1
O=[N+]([O-])c1ccc(P(=O)(Cc2ccccc2)c2ccccc2O)cc1 (configuration not stated) | 1 | 12 | 2.0 | 0.2 | 9 | 0 | 2 | 3.4 | i | -2
Cc1cccc(NC(=O)CSc2nc(C3CC3)nc3ccccc23)c1 | 0 | -7 | -0.2 | 2.0 | 0 | 20 | -2 | -0.9 | -1.5 | 4
O=C(CCCCCNc1nc(=S)[nH]c2ccccc12)NCc1ccccc1Cl | x | x | 2.6 | x | -12 | 10 | 2 | x | x | x
O=C1c2ccccc2C(=O)N1N=Cc1ccc2c(c1)OCO2 | 19 | x | 1.8 | x | -6 | x | x | -0.7 | i | -2
COc1cc(CC(=O)NCCc2ccc(S(N)(=O)=O)cc2)cc(OC)c1OC | -1 | -12 | x | -0.8 | -2 | -6 | 1 | -0.8 | i | 12
CCOC(=O)Cn1nnc(-c2ccc(OCC(C)C)cc2)n1 | 9 | -15 | 0.5 | 0.3 | -3 | 7 | 6 | -1.9 | i | 26
Cc1ccccc1CN1CCC(C(=O)Nc2ccc(Oc3cccnc3)cc2)CC1 | 11 | -4 | 1.9 | 1.4 | -1 | 23 | -1 | -6.3 | i | -2
CCNc1nc(NCC)nc(SCCOc2ccc(C)cc2)n1 | 3 | -51 | x | 12 | 15 | 3 | 2 | 0.4 | -0.4 | -1
Cc1cccc(NS(=O)(=O)c2ccc(C(=O)NCCCN3CCCC3=O)cc2)c1C | 8 | -2 | -0.8 | 9.5 | -5 | x | x | 1.0 | i | -4

Entries shown so far that have a tert-butyl group (two):
SMILES | Yp Topo-I inh | SSB-PriA inh | TcdB inh | PfHsp40 rescue | CCHF vOTU inh | DUSP3 inh | 3CLpro inhibitor | BoNT A protease | Vc quorum ag | Anthrax LF inh2
CC(C)(C)c1cc(NC(=O)COC(=O)c2nccnc2N)n(-c2ccccc2)n1 | 9 | 6 | -1.3 | -0.2 | -81 | 14 | 0 | 3.5 | -1.0 | 5
COc1ccc(/C=C(\C#N)C(=O)OCC(=O)Nc2ccc(C(C)(C)C)cc2)cc1 | 4 | 3 | x | -1.4 | -19 | 8 | -4 | -0.2 | -0.2 | 2

Some of the compounds tested (hit frequency here may not be typical).
